Assay outcomes from PubChem.
SNCA expr inh: Primary qHTS assay for inhibitors of alpha-synuclein gene (SNCA) expression; HEK-293 SNCA-luciferase knock-in, luminescence, 24 h; Potency, µM (titrated, usually from 57.2 µM), for inactives: top-dose activity change, negative = inhibition, actives largely listed as inhibitors; 0.17% of 140,000 active; AID 1671194, 2021;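 note: potency is the fitted concentration of half-maximal effect; plate controls were DMSO cells for no effect and cell-free wells for full effect; nearly all actives have a fitted effect of over 45% in size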
HEK293 viab: GF-AFC viability counterscreen for inhibitors of alpha-synuclein gene (SNCA) expression. HEK-293-SNCA-luc viability, GF-AFC fluorescence, 24 h. Potency, µM (doses to about 57.1 µM), inactives show top-dose activity change, negative = cytotoxicity, actives largely listed as cytotoxic. 0.12% of 150,000 active. AID 1671193, 2021;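 note: potency is the fitted concentration of half-maximal effect; 0% = DMSO-treated cells and -100% = medium-only wells without cells; nearly all actives have a fitted effect of over 30% in size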
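Cytotoxicity counterscreen: after 24 h compound treatment of genome-edited SNCA-luciferase HEK-293 cells, live-cell protease substrate GF-AFC read by fluorescence after 30 min; activity scaled between DMSO (0%) and medium-only (-100%), curves Hill-fitted.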
HEK293 tox: Cytotoxic Profiling in HEK 293 Cell Line of Diverse Libraries Using Quantitative High-Throughput Screening; HEK 293 viability, ATP luminescence (CellTiter-Glo), 48-72 h; Potency, µM (titrated, usually from 115 µM), inactives show at the top dose activity change, negative = cytotoxicity, actives largely listed as inhibitors; 6.6% of 94,000 active; AID 1345083, 2018; note: potency is the fitted concentration of half-maximal effect; nearly all actives have a fitted effect of over 60% in size
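Cytotoxicity was scored by loss of ATP-coupled luminescence (CellTiter-Glo) in HEK 293 cells. Compound treatment ran 48 or 72 hr at 37 degree Celsius, 5% CO2, 95% humidity.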
3T3 cytotox: Cytotoxic Profiling in NIH 3T3 Cell Line of Diverse Libraries Using Quantitative High-Throughput Screening; NIH 3T3 viability, CellTiter-Glo ATP luminescence, 48-72 h; Potency, µM (series often up to 96.7 µM), inactives show at the top dose activity change, negative = cytotoxicity, usual class: inhibitors; 4.3% of 94,000 active; AID 1345082, 2018; note: potency is the fitted concentration of half-maximal effect; nearly all actives have a fitted effect of over 55% in size
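NIH 3T3 cells at 400 cells/well received 23 nL of compound by pintool and were incubated 48 or 72 h at 37 °C. Viability was read as ATP-coupled CellTiter-Glo luminescence.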
IP6K1 inh: Primary qHTS assay for small molecule inhibitors of Inositol hexaphosphate kinase 1 (IP6K1) | IP6K1 kinase, ADP-Glo luminescence, 2 h; active compounds read low | activity change, % (series mostly up to about 58 µM) | 0.81% of 140,000 active; in the data active = activity change below about -25%
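ADP-Glo luminescence measures ADP made by human IP6K1 during a 2 h RT reaction with ATP/IP6 (mix at 1.3 mM/130 uM); top library doses 57.5 and 19.1 uM final.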
Luciferase inh: Firefly luciferase inhibition profiling of diverse chemical library using quantitative high-throughput screening | Potency, µM (titrated, usually from 115 µM), for the others: at the highest dose activity change, negative = inhibition, actives largely listed as inhibitors | Luciferin 4-monooxygenase (Photinus pyralis), P08659 | purified P. pyralis luciferase, luminescence, biochemical | AID 1347043, 2019 | 2.5% of 76,000 active; note: potency is the fitted concentration of half-maximal effect; nearly all actives have a fitted effect of over 65% in size
Target sequence (P08659 whole entry, looked up): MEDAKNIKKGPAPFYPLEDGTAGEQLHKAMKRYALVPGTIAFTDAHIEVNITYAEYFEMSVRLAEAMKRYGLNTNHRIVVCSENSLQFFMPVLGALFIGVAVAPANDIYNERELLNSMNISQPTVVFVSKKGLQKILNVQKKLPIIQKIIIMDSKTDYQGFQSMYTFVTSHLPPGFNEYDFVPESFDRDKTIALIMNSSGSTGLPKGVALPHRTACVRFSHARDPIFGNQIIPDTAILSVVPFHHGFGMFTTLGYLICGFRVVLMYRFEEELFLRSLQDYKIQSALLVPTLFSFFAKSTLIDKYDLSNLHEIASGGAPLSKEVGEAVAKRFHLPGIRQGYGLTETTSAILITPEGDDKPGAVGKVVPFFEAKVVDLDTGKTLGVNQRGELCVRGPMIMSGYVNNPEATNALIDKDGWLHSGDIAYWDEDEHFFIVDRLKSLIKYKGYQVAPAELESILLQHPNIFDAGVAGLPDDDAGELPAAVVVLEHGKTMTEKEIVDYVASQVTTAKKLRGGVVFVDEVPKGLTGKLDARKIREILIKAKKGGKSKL
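FLuc 10nM, D-luciferin 10uM, ATP 10uM, Mg acetate 10mM, Tris acetate pH 7.5, Tween/BSA; cpd qHTS; enzyme added last; CCD luminescence.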
GPT2 inhibitor: Primary qHTS assay for inhibitors of Glutamate pyruvate transaminase 2 (GPT2); Recombinant GPT2, coupled pyruvate oxidase/HRP Amplex Red fluorescence; Potency, µM (titrated, usually from 57.7 µM), inactives show at the top dose activity change, negative = inhibition, actives largely listed as inhibitors; 0.25% of 100,000 active; note: potency is the fitted concentration of half-maximal effect; nearly all actives have a fitted effect of over 60% in size; many of its hits are not listed in these tables
Target sequence (Q8TD30 whole entry, looked up): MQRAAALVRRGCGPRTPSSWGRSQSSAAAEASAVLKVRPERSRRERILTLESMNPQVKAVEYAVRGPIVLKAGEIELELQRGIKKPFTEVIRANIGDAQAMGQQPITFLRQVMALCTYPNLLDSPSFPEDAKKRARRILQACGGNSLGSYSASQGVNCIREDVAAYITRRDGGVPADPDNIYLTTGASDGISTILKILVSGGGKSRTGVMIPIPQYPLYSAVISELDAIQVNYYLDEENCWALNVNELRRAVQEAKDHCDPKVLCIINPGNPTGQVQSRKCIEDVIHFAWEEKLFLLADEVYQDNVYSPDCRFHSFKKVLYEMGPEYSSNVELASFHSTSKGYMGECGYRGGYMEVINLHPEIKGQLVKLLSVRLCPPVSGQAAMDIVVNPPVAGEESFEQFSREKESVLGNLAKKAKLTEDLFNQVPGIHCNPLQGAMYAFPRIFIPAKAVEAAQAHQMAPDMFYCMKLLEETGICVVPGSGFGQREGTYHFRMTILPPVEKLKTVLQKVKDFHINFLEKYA
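GPT2 10ng/uL, a-KG 250uM, L-Ala 2mM, HEPES pH7.5 + 0.0001% Tween; 30 min RT. Then Amplex mix (PO/HRP/ThPP), 30 min RT dark, fluorescence. AOA 50uM used as positive control.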
* = called active by the depositor; i = inactive; ? = inconclusive; / = not tested or not shown; & = joins results of further samples; ! = not confirmed by another sample; [ ] = dose if it differs, or a comment. Unless noted, calls come from the whole dose curve; as a rule, active = well fitted curve in the direction sought with a large enough effect; inconclusive = small, poorly fitted or top-dose-only effect, or another doubt; inactive = no such curve, though single readings can be large; an effect the other way counts as inactive or inconclusive. Unless noted, % is set by controls: 0 for no effect and ±100 for the full control effect. Some of the compounds tested; the hit share may differ from the screen's.

SMILES	SNCA expr inh	HEK293 viab	HEK293 tox	3T3 cytotox	IP6K1 inh	Luciferase inh	GPT2 inhibitor
CC1=C[C@@H]2[C@H]3[C@@H]4O[C@@](C)(CC[C@H]4O)[C@H]3CC(=O)[C@]23C(=O)N[C@@H](CC(C)C)[C@@H]3[C@@H]1C	/	1%	/	/	-8	/	-2%[27.3 µM]
COc1ccc(-n2nc(C3CCCN(C(C)=O)C3)[nH]c2=O)cc1 (configuration not stated)	-4%[87.6 µM]	5%[87.6 µM]	-2%[172 µM]	-19%[138 µM]	6	-1%[172 µM]	i
COc1ccc(C(=O)N2CCC3(CC2)CC(c2cccc(C(F)(F)F)c2)=NO3)cc1	-19%	-27%	35µM*!	22µM*!	5&-9	-1%	3%
Cc1cc(C)cc(OC(C)C(=O)Nc2c(C(=O)c3ccccc3)oc3ccccc23)c1 (configuration not stated)	35%[activator]	3%	/	/	-5	/	/
Cn1ncc2c(C(=O)NCCc3ccccc3F)cc(-c3ccc(F)cc3)nc21	-23%	-19%	32µM*	?	4	/	-19%
CCc1noc(-c2cccn3c(CNC(=O)c4cc(F)ccc4F)nnc23)n1	18%	8%	-13%	-24%	8	0%	-5%
COc1ccccc1CCC(=O)N1C[C@@H](C(N)=O)[C@H](c2nc(C)no2)C1	2%	-12%	-21%	?	1	-14%	i
OCc1cccnc1	-2%[25.6 µM]	0%[23.9 µM]	/	/	26	/	i
COc1ccc(N2CC(NC(=O)/C=C\c3ccc(OC)c(OC)c3)CC2=O)cc1 (configuration not stated)	13%	8%	/	/	5	/	/
CCn1cc(C(=O)N2CCN(c3cc(Cl)ccc3C)CC2)c(=O)c2cc(S(=O)(=O)N3CCCCC3)ccc21	-23%	3%	/	/	28	/	/
CCc1ccc(S(=O)(=O)c2cnc3ccc(OC)cc3c2N2CCCC(C)C2)cc1 (configuration not stated)	?	-24%	/	/	8	/	/
COc1cccc(C(=O)N2CCC(N3C[C@H](O)C[C@H]3C(=O)NCc3cccc(C)c3)CC2)c1	10%	-3%	-10%	-24%	34	7%	0%
COc1ccc(-c2noc([C@@H]3CCCN3C(=O)Cc3ccc(C)cc3)n2)cc1	-7%	-24%	?	?	9	-5%	-1%
COc1ccc(-c2nnc(SCC(=O)NCCc3ccccc3)nc2-c2ccc(OC)cc2)cc1	38%[activator]	5%	/	/	13	/	/
CC1(C(=O)NCCN2CCOCC2)CCc2cnc(NCc3ccccc3)nc21 (configuration not stated)	-11%[87.6 µM]	7%[87.6 µM]	-25%[172 µM]	?	-4	-18%[172 µM]	0%[88.5 µM]
Cc1ccncc1C(=O)N1CCCC(c2nnnn2C)C1 (configuration not stated)	?	1%	?	-3%	-2	2%	i
CC(C)CC(=O)c1c(O)cc2c(c1O)C(CC(C)C)C1=C(O2)C(C)(C)C(=O)C(C)(C)C1=O (configuration not stated)	/	?	/	/	5	/	-4%[27.3 µM]
CCCN(C(=O)c1cc2c(=O)oc3ccc(C)cc3c2s1)c1ccc(OCC)cc1	-1%	-7%	/	/	-5	/	/
CN1C(=O)Cc2cc(S(=O)(=O)NCc3ccc(Cl)cc3)ccc21	-4%	8%	/	/	-4	/	/
Cc1ccc(C(=O)O[C@H](C(=O)O)[C@@H](OC(=O)c2ccc(C)cc2)C(=O)O)cc1 (tested in a mixture with another compound)	1%	0%	/	/	/	/	i
O=C(NC1CCCC1)C1c2ccccc2C(=O)N(Cc2ccccc2)C12CCCC2 (configuration not stated)	6%	-6%	?	?	3	-10%	i
O=C(NCc1ccc(F)cc1)N1CC(Oc2ccc(-c3noc(-c4ccccc4)n3)cc2)C1	-18%	?	?	?	8	?	-17%
CN1c2cc(C(=O)NCc3ccccc3Cl)ccc2C(=O)N2CCCC21 (configuration not stated)	29%	7%[12.5 µM]	?	-9%	16	-25%	i
O=C(Cc1ccccc1F)N1CCOc2ccc(CN3CCc4ccccc4C3)cc2C1	-23%	?	45µM*	-28%	-9	2%	1%
O=S(=O)(c1ccccc1)N1CCC(n2cnnc2-c2ccccc2)CC1	-4%	-5%	-7%	-30%	-8	-10%	1%
Cn1nc(C(=O)N2CCOc3ccc(CCC(N)=O)cc3C2)c2ccccc21	?	-1%[12.5 µM]	-26%	-29%	-11	-21%	i
Cc1ccccc1CN1CCc2ncc(C(=O)Nc3ccccc3)n2CC1	-24%[87.6 µM]	-11%[87.6 µM]	?	?	13	?	-7%[88.5 µM]
O=C(c1cccc(F)c1)N1CCC(n2cc(-c3nc(-c4ccccc4)no3)nn2)CC1	5%	6%	?	?	15	-12%	i
O=C(CC1Cc2ccccc2C1)N[C@H]1CCOC[C@H]1C1CCOCC1	-3%	0%	-7%	-10%	13	1%	-8%
CC1CCN(C(=O)CCC[C@H]2NC[C@@H]3C[C@H]2CN(Cc2ccccc2)C3)CC1	8%	2%	-2%	-26%	-11	-25%	?
COCCN1C(=O)CCc2cc(NC(=O)c3c(F)cccc3F)ccc21	0%	10%	-15%	-16%	15	0%	i
O=C(c1ccc(-c2ccco2)cc1)N1CCOc2ccc(CN3CCN(c4ccccn4)CC3)cc2C1	-10%	-5%	-18%	-12%	14	0%	i
CSc1ccc(-c2cccc(CN3CCC(NC(=O)Nc4ccccc4)CC3)c2)cc1	/	/	?	14µM*	13	/	/
COc1ccc(C(=O)NC2CCN(Cc3ccc(-c4cc(F)ccc4OC)cc3)C2)cc1 (configuration not stated)	/	/	22µM*	18µM*	-8	/	/
O=C1CN(C(=O)c2ccccc2C(F)(F)F)C(c2ccccc2)c2cc(F)ccc2N1 (configuration not stated)	-25%	-14%	/	/	7	/	/
COc1cccc(NC(=O)Cn2c(=O)n(-c3ccc(C)cc3)c(=O)c3ccc(C(=O)NCc4ccco4)cc32)c1	-8%	-5%	/	/	32	/	/
O=C(C[C@@H]1CCNC[C@@H]1Cc1cc(CC2CCCCC2)on1)NC1CCCCC1	28%[87.6 µM]	8%[87.6 µM]	?	?	4	-18%[172 µM]	3%[88.5 µM]
CCCCNC(=O)c1cccc(NC(=O)c2nsc3ccccc23)c1	79%[activator]	-4%	/	/	2	/	/
N#Cc1ccccc1Cn1nnc2c(=O)[nH]c(C3CCCN(S(=O)(=O)c4ccc(F)cc4)C3)nc21 (configuration not stated)	13%	7%	/	/	-14	/	/
CCN1CCN(C(=O)c2nc3sccn3c2-c2ccc(OC)cc2)CC1	-21%	5%	3%	-3%	11	/	3%
COc1ccc(N2Cc3c(ncnc3N3CCCN(C(C)=O)CC3)N(C)CC2=O)cc1	3%	-3%	-15%	-8%	-14	6%	i
O=C(Nc1ccc(-c2ccc(Cl)c(Cl)c2)cc1)C1=C(O)c2ccccc2S(=O)(=O)N1	/	-13%	/	/	-10	/	-1%
Cc1nn(C)c(C)c1C(=O)N1CC(n2cc(COc3ccc(F)cc3)nn2)C1	24%	15%	0%	-29%	2	/	?
CCc1cccc(C)c1NC(=O)C(CC)Sc1nncn2c1cc1occc12 (configuration not stated)	-12%	-14%	/	/	1	/	/
O=C(c1ccc(F)cc1)N1CCC(C(=O)N2CCCC2c2nc3ccncc3[nH]2)CC1 (configuration not stated)	6%	7%	i	-9%	-6	/	i
COC[C@@H]1CN(Cc2ccc(OC)cc2OC)C[C@H]1c1nc(C)no1	6%	12%	?	-13%	-11	-9%	1%
CC(C)NC(=O)N1CCCC(C(=O)N2CCC(c3nc4ncccc4[nH]3)C2)C1 (configuration not stated)	0%	10%	-1%	-9%	14	/	2%
N#Cc1ccc(CN2C3CCC2CN(C(=O)Nc2ccccc2F)C3)cc1	19%	-2%	-24%	-29%	5	/	i
CCOc1ccc(C(=O)c2cn(CC(=O)Nc3cc(OC)cc(OC)c3)c3ccc(F)cc3c2=O)cc1	26%	9%	/	/	-6	/	/
CCC(c1cccs1)N1C(=O)[C@H]2CN(S(=O)(=O)c3cccc(OC)c3)C[C@H]2C1=O (some centres not stated)	-7%	-3%	-8%	?	-1	0%	i
O=C1c2[nH]nc(-c3ccc(F)cc3)c2C(c2ccccc2F)N1c1ccccc1 (configuration not stated)	?	-7%	/	/	-8	/	/
CC(C)C(=O)N1Cc2ccccc2CC2(CCCCN2Cc2cccnc2)C1 (configuration not stated)	12%	2%	?	-14%	-4	/	i
CC(=O)Nc1nonc1-c1nnc(SCc2ccccc2)n1C	39%[activator]	5%	/	/	14	/	/
CC(CCc1ccccc1)NC(=O)CSc1n[nH]c(-c2ccc(F)cc2)n1 (configuration not stated)	-27%	?	/	/	42	/	/
CCC(C)NC(=O)c1[nH]c2cc(OC)ccc2c1Sc1ccc(C)cc1 (configuration not stated)	5%	-3%	/	/	3	/	/
CCOC(=O)c1cnc(N2CC3CCC(C2)N3CC(F)(F)F)s1	10%	1%	3%	-10%	9	/	4%
COc1ccc(-c2nc(CSCC(=O)NCc3ccccc3Cl)c(C)o2)cc1OC	9%	-28%	/	/	18	/	/

Part of the list above in order of number of heavy atoms, lowest first.
SMILES	SNCA expr inh	HEK293 viab	HEK293 tox	3T3 cytotox	IP6K1 inh	Luciferase inh	GPT2 inhibitor
CCC(C)NC(=O)c1[nH]c2cc(OC)ccc2c1Sc1ccc(C)cc1 (configuration not stated)	5%	-3%	/	/	3	/	/
CCc1cccc(C)c1NC(=O)C(CC)Sc1nncn2c1cc1occc12 (configuration not stated)	-12%	-14%	/	/	1	/	/
O=C(c1ccc(F)cc1)N1CCC(C(=O)N2CCCC2c2nc3ccncc3[nH]2)CC1 (configuration not stated)	6%	7%	i	-9%	-6	/	i

6 records drawn at random from those above, as already listed:
SMILES	SNCA expr inh	HEK293 viab	HEK293 tox	3T3 cytotox	IP6K1 inh	Luciferase inh	GPT2 inhibitor
Cc1nn(C)c(C)c1C(=O)N1CC(n2cc(COc3ccc(F)cc3)nn2)C1	24%	15%	0%	-29%	2	/	?
COc1ccc(N2Cc3c(ncnc3N3CCCN(C(C)=O)CC3)N(C)CC2=O)cc1	3%	-3%	-15%	-8%	-14	6%	i
O=C(c1ccc(F)cc1)N1CCC(C(=O)N2CCCC2c2nc3ccncc3[nH]2)CC1 (configuration not stated)	6%	7%	i	-9%	-6	/	i
N#Cc1ccc(CN2C3CCC2CN(C(=O)Nc2ccccc2F)C3)cc1	19%	-2%	-24%	-29%	5	/	i
O=C(Nc1ccc(-c2ccc(Cl)c(Cl)c2)cc1)C1=C(O)c2ccccc2S(=O)(=O)N1	/	-13%	/	/	-10	/	-1%
CCOc1ccc(C(=O)c2cn(CC(=O)Nc3cc(OC)cc(OC)c3)c3ccc(F)cc3c2=O)cc1	26%	9%	/	/	-6	/	/
